Pf growth 96h – Primary qHTS for delayed death inhibitors of the malarial parasite plastid, 96 hour incubation; P. falciparum luciferase reporter growth, 96 h; Potency, µM (highest dose often 28.7 µM), for inactives: at the highest dose activity change, negative = inhibition, hits mostly inhibitors; 320,000 compounds, 6.9% hits; further: potency means the concentration at half of the fitted maximal effect; on the % scale 0 is the no-effect control and ±100 the full control effect
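Compounds incubated with erythrocytes infected by luciferase-expressing P. falciparum (2% hematocrit, 0.05% parasitemia final) for 96 hours, 37 C in 5% CO2. Growth inhibition scored as decreased luciferase luminescence.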
Cycloheximide cs – Cycloheximide Counterscreen for Small Molecule Inhibitors of Shiga Toxin; max response, %; AID 2314, 2010; cell reporter, cycloheximide protein synthesis inhibition counterscreen; 300,000 compounds, 12% hits; in the data active means max response mostly above about 13%, no sharp cut-off; inactive means mostly below about 14%; further: read at 38.3 µM for the half of the compounds with a filed dose; 0% is about no effect
Pf growth 48h – Primary qHTS for delayed death inhibitors of the malarial parasite plastid, 48 hour incubation; P. falciparum luciferase growth in erythrocytes, 48 h; Potency, µM (series often up to 28.7 µM), for the others: top-dose activity change, negative = inhibition, actives largely listed as inhibitors; 310,000 compounds, 5.9% hits; AID 504832, 2011; further: potency means the concentration at half of the fitted maximal effect; on the % scale 0 is the no-effect control and ±100 the full control effect
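Luciferase-expressing P. falciparum in infected erythrocytes (2% hematocrit, 0.1% parasitemia final) in RPMI 1640/0.5% Albumax were exposed to compound for 48 hours at 37 C, 5% CO2; growth read as luminescence.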
HCV inhibitor – qHTS Assay for Inhibitors of Hepatitis C Virus (HCV) | Huh7.5.1 HCVcc-Cre infection, luciferase reporter, 44 h | Potency, µM (series often up to 41.8 µM), inactives show top-dose activity change, negative = inhibition, hits mostly inhibitors | 340,000 compounds, 3.4% hits; further: potency means the concentration at half of the fitted maximal effect; on the % scale 0 is the no-effect control and ±100 the full control effect
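Cells seeded at 1,000/well and cultured 4 h, then compounds added followed by HCVcc-Cre virus (~0.5 moi). After 44 h further culture, luciferase substrate was added, plates held 15 min at room temperature, and luminescence read for 15 sec.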
Giardia FBPA inh – qHTS Assay for Inhibitors of Fructose-1,6-bisphosphate Aldolase from Giardia Lamblia; A8B2U2; 290,000 compounds, 0.71% hits; Potency, µM (top dose mostly 59.6 µM), for inactives: at the highest dose activity, negative = inhibition, most hits filed as inhibitors; purified Giardia FBPA; AID 2451, 2010; further: potency means the concentration at half of the fitted maximal effect; on the % scale 0 is the no-effect control and ±100 the full control effect; nearly all actives have a fitted effect of over 55% in size
Target sequence (A8B2U2 whole entry, looked up): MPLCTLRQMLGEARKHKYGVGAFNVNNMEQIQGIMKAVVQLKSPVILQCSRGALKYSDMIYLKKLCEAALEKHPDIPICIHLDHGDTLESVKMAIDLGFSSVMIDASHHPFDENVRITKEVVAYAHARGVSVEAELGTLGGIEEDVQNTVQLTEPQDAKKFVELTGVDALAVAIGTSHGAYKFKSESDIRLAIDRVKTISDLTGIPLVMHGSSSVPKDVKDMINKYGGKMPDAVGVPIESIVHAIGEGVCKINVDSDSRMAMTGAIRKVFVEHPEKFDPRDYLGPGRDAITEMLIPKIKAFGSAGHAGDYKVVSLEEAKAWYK
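40 nM FBPA preincubated 10 min at RT with compound (up to 57.5 uM final), then substrate plus GAPDH/TPI/NAD/arsenate coupling and diaphorase/resazurin added. Fluorescence read after 20 min at RT, 525/598 nm.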
Shiga toxin inh – A qHTS for Small Molecule Inhibitors of Shiga Toxin. Vero cells, Shiga toxin protein synthesis inhibition reporter. inhibition, % at 38.7 µM. 290,000 compounds, 9.2% hits; in the data active means inhibition mostly above about 28%, no sharp cut-off; inactive means mostly below about 43%; further: 0% is about no effect
* = called active by the depositor; ? = inconclusive; / = not tested or not shown; [ ] = dose if it differs, or a comment. Unless noted, the call rests on the fitted dose curve; in most records, active means well fitted curve in the direction sought with a large enough effect; inconclusive means small, poorly fitted or top-dose-only effect, or another doubt; inactive means no such curve, though single readings can be large; an effect the other way counts as inactive or inconclusive.

The opening eleven compounds (preview)
SMILES,Pf growth 96h,Cycloheximide cs,Pf growth 48h,HCV inhibitor,Giardia FBPA inh,Shiga toxin inh
COCc1[nH]nc2c1C(c1ccccc1Cl)C(C#N)=C(N)O2 (stereo unspecified),?,-1,4%,-4%,-13%,-1
CCCCOC(=O)c1[nH]c(C)c(C(=O)OC)c1C,-31%,61*,-28%,?,-2%,94*
CCn1c(SCC(=O)Nc2c(C#N)cnn2-c2ccccc2)nnc1-c1cccs1,0%,1,-2%,22%,3%,-4
CCC(COC(=O)Nc1cccc(C)c1C)NC(=O)OCC(C)C (stereo unspecified),?,-4,4%,?,-2%,-10
Cc1cc(C)cc(OCC(=O)Nc2ccc(-n3cnnn3)cc2)c1,10%,/,-20%,?,/,/
Cc1ccc(N(CN2C(=O)c3ccccc3C2=O)C(=O)c2ccc([N+](=O)[O-])cc2[N+](=O)[O-])cc1,3.7µM*,-2,20%,11%,-8%,-7
CC(NS(=O)(=O)c1ccccc1)C(N)=O (stereo unspecified),-2%,-2,5%,9%,2%,-26
Cc1ccc(C)c(S(=O)(=O)NC(CC(C)C)C(=O)O)c1 (stereo unspecified),28%,-3,?,2%,-2%,-16
CN(CC(=O)NC(=O)NCc1ccccc1)Cc1cccc(Cl)c1Cl,37%[activator],4,2%,-4%,0%,6
Cc1cc(C)c(S(=O)(=O)Nc2cnc3ccccc3c2)c(C)c1,20%,-5,-1%,16%,3%,19
Cc1cc(Cl)c(S(=O)(=O)Nc2ccc(S(=O)(=O)N3CCOCC3)cc2)cc1OCC(N)=O,11%,2,19%,10%,-4%,-4

This part in full, repeating the preview:
SMILES,Pf growth 96h,Cycloheximide cs,Pf growth 48h,HCV inhibitor,Giardia FBPA inh,Shiga toxin inh
COCc1[nH]nc2c1C(c1ccccc1Cl)C(C#N)=C(N)O2 (stereo unspecified),?,-1,4%,-4%,-13%,-1
CCCCOC(=O)c1[nH]c(C)c(C(=O)OC)c1C,-31%,61*,-28%,?,-2%,94*
CCn1c(SCC(=O)Nc2c(C#N)cnn2-c2ccccc2)nnc1-c1cccs1,0%,1,-2%,22%,3%,-4
CCC(COC(=O)Nc1cccc(C)c1C)NC(=O)OCC(C)C (stereo unspecified),?,-4,4%,?,-2%,-10
Cc1cc(C)cc(OCC(=O)Nc2ccc(-n3cnnn3)cc2)c1,10%,/,-20%,?,/,/
Cc1ccc(N(CN2C(=O)c3ccccc3C2=O)C(=O)c2ccc([N+](=O)[O-])cc2[N+](=O)[O-])cc1,3.7µM*,-2,20%,11%,-8%,-7
CC(NS(=O)(=O)c1ccccc1)C(N)=O (stereo unspecified),-2%,-2,5%,9%,2%,-26
Cc1ccc(C)c(S(=O)(=O)NC(CC(C)C)C(=O)O)c1 (stereo unspecified),28%,-3,?,2%,-2%,-16
CN(CC(=O)NC(=O)NCc1ccccc1)Cc1cccc(Cl)c1Cl,37%[activator],4,2%,-4%,0%,6
Cc1cc(C)c(S(=O)(=O)Nc2cnc3ccccc3c2)c(C)c1,20%,-5,-1%,16%,3%,19
Cc1cc(Cl)c(S(=O)(=O)Nc2ccc(S(=O)(=O)N3CCOCC3)cc2)cc1OCC(N)=O,11%,2,19%,10%,-4%,-4
O=C(O)CCN1CCN(S(=O)(=O)c2ccc3ccccc3c2)CC1,16%,10,1%,15%,-27%,-9
O=C1CCCN2N=C(SCC(=O)Nc3ccccc3C(F)(F)F)SC2=N1,?,1,?,/,9%,-11
O=[N+]([O-])c1ccc(CSC2=NCCN2)cc1,12%,2,30%[activator],?,-25%,/
O=C(O)C1=C[C@H](c2coc3ccccc3c2=O)C[C@H](OCc2ccc(CO)cc2)O1,0%,1,0%,-1%,10%,-10
Cc1ccccc1CNc1ccc(C(CC(N)=O)NC(=O)c2ccccc2)cc1[N+](=O)[O-] (stereo unspecified),?,-5,?,11µM*,-1%,-2
O/N=C/c1cn(-c2ccccc2)nc1-c1cccnc1,13%,2,-6%[5.75 µM],?,0%,-13
CO/N=C(\Cn1ncc(N2CCOCC2)c(Br)c1=O)c1ccc(Cl)cc1,?,-2,-4%,-3%,2%,16
O=C1CCCC/C1=C/NCc1ccc(F)cc1,19%,2,14%,4%,0%,-5
CCOC(=O)c1cc(NC(=O)c2ccccc2)c(=O)n2c1oc1ccccc12,-32%,-8,13%,7%,-9%,-19
CCCC(=O)Nc1ccc(Cl)c(NC(=S)NC(=O)C(C)C)c1,-11%,-5,-17%,?,-1%,2
Cc1onc(-c2ccccc2)c1C(=O)N1CCN(c2ccccc2F)CC1,?,-3,-10%,0%,-6%,-5
CCOc1ccc(NC(=S)c2ccc3ccccc3n2)cc1,14%,24*,46%[activator],-4%,18%,38*
Cc1cc(C)nc(NC2=NC3CCCCC3N2)n1 (stereo unspecified),-16%,6,-18%,1%,19%,11

Reprinted from the part before: two entries, followed by the next part.
SMILES,Pf growth 96h,Cycloheximide cs,Pf growth 48h,HCV inhibitor,Giardia FBPA inh,Shiga toxin inh
CCOc1ccc(NC(=S)c2ccc3ccccc3n2)cc1,14%,24*,46%[activator],-4%,18%,38*
Cc1cc(C)nc(NC2=NC3CCCCC3N2)n1 (stereo unspecified),-16%,6,-18%,1%,19%,11
c1nc2nc3c(c(N4CCNCC4)n2n1)CCCC3,23%,-4,12%,11%,-6%,-2
CCOn1c(=O)c(-c2ccc(F)cc2)[n+]([O-])c2ccccc21,0%,2,32%[activator],7%,-1%,-12
COc1cc(OC)c(-c2nn3c(C4CCCCC4)nnc3s2)cc1OC,44%[activator],-4,5.2µM*,?,9%,-3
COc1ccc(N(C)S(=O)(=O)c2cccc(C(=O)OC(C)C(=O)NC3CCCCC3C)c2)cc1 (stereo unspecified),21%,/,12µM*,-17%,/,/
O=C(O)c1[nH]c2ccccc2c1C(c1cc(Br)ccc1O)c1c(C(=O)O)[nH]c2ccccc12,?,-2,?,23%,15%,-17
CC1=C(C)C(=O)C(CCCCC#CCCCC#CCO)=C(C)C1=O,9.3µM*,-2,13µM*,1%[8.37 µM],18µM*,-12
COc1ccccc1OC(C)C(=O)Nc1ccc2c(c1)OCCO2 (stereo unspecified),4%,19*,23%,18%,4%,25
O=Cc1ccc(N2CCCC2)c([N+](=O)[O-])c1,21%,-3,-2%,-5%,0%,-10
COc1ccc(OC)c(NC(=O)CN2C(=O)C3(OCCCO3)c3ccccc32)c1,5.2µM*,-4,-27%,-17%,-2%,11
CC(C)[C@H](NS(=O)(=O)c1ccc(Cl)cc1)C(=O)OCC(=O)c1c(N)n(C)c(=O)n(C)c1=O,-12%,/,13%,?,/,/
O=C(Cn1cc([N+](=O)[O-])cn1)NCc1ccc(-n2cccn2)cc1,0%,9,3%,-9%,3%,-5
Cc1cccc(N(Cc2ccccc2)C(=O)c2ccc(C)c(S(=O)(=O)N3CCOCC3)c2)c1,?,/,7.4µM*,?,/,/
CCOC(=O)C1=C(c2ccccc2)NC(SCC(=O)Nc2ccc(C)cc2)=C(C#N)C1c1ccco1 (stereo unspecified),/,9,?,?,-13%,45
CN(C1CCCCC1)S(=O)(=O)c1ccc(=S)[nH]c1,?,/,?,9%,/,/
COc1ccnc(Oc2ccc(F)cc2)c1C(=O)N/C=N/OCc1ccc(F)cc1Cl,?,10,?,-23%,-6%,-5
Cc1ccc(NC(=O)c2ccccc2-c2ccccc2C(=O)O)cc1,-14%,-4,-3%,6%,23%,-4
COc1cccc(NC(=O)CNS(=O)(=O)c2ccc3nc(C)sc3c2)c1,?,2,-17%,0%,-5%,-9
Cc1ccc(C2(C(F)(F)F)NC(=O)N3CCN=C3S2)cc1 (stereo unspecified),-7%,11,44%[activator],0%,5%,22
COc1ccccc1NS(=O)(=O)c1ccc(/C=C/C(=O)O)cc1,3%,10,16%,22%,13%,-6
Cc1nn(C)c(C)c1/C=N/NC(=O)C(C)(C)Oc1ccc(Cl)cc1,/,-3,1%,15%,-2%,-5
Cc1cc(Br)cnc1NC(=S)Nc1ccc(F)cc1F,?,10,?,10µM*,-24%,-2
COc1cccc(N2C(=O)NC(=O)C3(Cc4cc(C)ccc4N(C)C3)C2=O)c1 (stereo unspecified),7%,-8,-7%,11%,-8%,-11
O=C(/C=C/c1ccccc1)Nc1nc(-c2ccncc2)cs1,?,28*,?,7.9µM*,-2%,35
CCOC(=O)Nc1ccc2c(c1)N(C(=O)CN1CCN(C)CC1)c1ccccc1CC2,?,-3,?,-8%,?,/
CC(C)NC(=O)NNC(=O)Cn1nnc(-c2cccc(Cl)c2Cl)n1,35%[activator],-2,39%,15%,2%,-5
Cc1cc(C)nc(NC(=O)NS(=O)(=O)Nc2ccc(Br)cn2)n1,8%,4,13%,10%,-1%,-8
Nn1c(SCC(=O)N2CCCc3ccccc32)nncc1=O,-13%,17,-5%,17%,3%,36
CCN(CC)c1ccc(NC(=O)COC(=O)C2CCN(c3ccc(C(F)(F)F)cn3)CC2)cc1,54%[activator],/,16%,11%,/,/
O=C(N/N=C/c1cccs1)c1ccc2ccccc2c1,20%,54*,-11%,-22%,-4%,109*
CCN1CCC(=NNC(=O)CC23CC4CC(CC(C4)C2)C3)CC1,?,15,31%[activator],4%,-4%,-22
O=C(Nc1cccc2ncccc12)c1ccco1,-2%,-3,10%,-5%,-3%,-9
NC(=O)Cn1nnc(-c2ccc(NC(=O)c3ccc(F)cc3)cc2)n1,?,27*,20%,18%,-1%,70*
O=C(Nc1cnn(Cc2ccccc2)c1)c1cc2nc(-c3ccco3)cc(C(F)(F)F)n2n1,12µM*,-5,?,?,3%,-5
Cc1cc(C)c(S(=O)(=O)N2CCN(C(=O)c3ccc4c(c3)OCO4)CC2)c(C)c1,2%,-5,?,?,8%,-6
COc1ccc(OC)c(N2C(=O)C(Cl)=C(N3CCCCC3)C2=O)c1,21%,-4,-1%,15%,-1%,-11
CC(=O)c1cccc(CN2CCC(CO)(CCOc3ccccc3)CC2)c1,?,5,-21%,7%,7%,7
COc1ccc(Nc2ncc3c(n2)CC(c2ccccc2)CC3=O)cc1 (stereo unspecified),?,2,?,?,-2%,18
COc1ccc(CNC(=O)CN(Cc2ccc(Cl)cc2)S(C)(=O)=O)cc1,8%,-3,-9%,14%,1%,-6
CCc1c(C)sc(NC(=O)c2ccccc2[N+](=O)[O-])c1C(N)=O,63%[activator],-2,56%[activator],8%,-1%,0
Cc1nn(-c2ccccc2)c(C)c1/C=N/NC(=O)c1cccs1,?,15*,?,?,3%,26
COc1ccccc1NC(=O)C(=O)Nc1ccc2c(c1)N(C(=O)C1CC1)CCC2,11%,/,10%,-4%,/,/
COc1ccc(CNC(=O)C2CC(c3cc(C(F)(F)F)cc(C(F)(F)F)c3)=NO2)cc1 (stereo unspecified),36%[activator],-3,38%[activator],-19%,-6%,-5
CC(C)(C)C(=O)Nc1nnc(CSCc2ccccc2F)s1,1%,90*,/,-22%,5%,105*
O=C(NCC(c1ccco1)N1CCN(c2ccccc2F)CC1)c1ccc2c(c1)OCO2 (stereo unspecified),?,/,-3%,?,/,/
COc1ccc(/C(N)=N/OC(=O)Cc2cccs2)cc1OC,0%,27*,68%[activator],?,0%,33*

Source: PubChem BioAssay (National Center for Advancing Translational Sciences (NCATS))

Compounds were not picked by outcome; any-hit rate near 24%.
